Rv3671c inh – Rv3671c serine protease inhibitors, primary screen, biochemical, fluorescence polarization, M. tuberculosis H37Rv; P9WHR9; inhibition, % at 5.96 µM; actives 0.048% (n = 320,000); in the data active = inhibition above about 38%;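 also: extracellular domain of Rv3671c used as enzyme; 0% = enzyme with DMSO and 100% = no enzyme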
Target sequence (P9WHR9 whole entry, looked up, the tested form may be a part): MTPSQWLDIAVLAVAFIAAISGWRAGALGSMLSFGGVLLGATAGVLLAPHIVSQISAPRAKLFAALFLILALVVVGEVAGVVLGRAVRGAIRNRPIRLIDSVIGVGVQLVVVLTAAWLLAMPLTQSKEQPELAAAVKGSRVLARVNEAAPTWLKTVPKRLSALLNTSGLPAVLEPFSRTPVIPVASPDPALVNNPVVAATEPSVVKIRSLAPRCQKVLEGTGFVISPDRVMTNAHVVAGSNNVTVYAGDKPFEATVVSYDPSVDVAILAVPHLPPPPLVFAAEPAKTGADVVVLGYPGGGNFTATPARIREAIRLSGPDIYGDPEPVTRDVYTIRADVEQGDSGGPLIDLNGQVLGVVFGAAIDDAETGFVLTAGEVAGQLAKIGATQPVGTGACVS
Mtb BioA inh – M. tuberculosis BioA enzyme inhibitors, primary screen, biochemical, plate reader, single point, HTS; 7,8-diaminopelargonic acid synthase BioA (Mycobacterium tuberculosis); purified M. tuberculosis BioA enzyme; inhibition, % at 9.99 µM; actives 0.096% (n = 360,000); AID 602481, 2012; in the data active = inhibition above about 40%
Mtb FBA inh – Mtb FBA enzyme inhibitors, primary screen, biochemical, fluorescence, strain H37Rv; inhibition, % at 1 µM; Fructose-bisphosphate aldolase (Mycobacterium tuberculosis (strain ATCC 25618 / H37Rv)), …; purified M. tuberculosis FBA, fluorescence read-out; actives 2.3% (n = 360,000); in the data active = inhibition above about 27%;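 also: 0% = vehicle and 100% = reference inhibitor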
SARS 3CLpro inh – SARS-CoV 3CLpro protease inhibitors, primary screen, biochemical, quenched FRET | Replicase polyprotein 1ab (Severe acute respiratory syndrome coronavirus), P0C6X7 | AID 1706, 2009 | actives 0.14% (n = 290,000) | inhibition, % at 6 µM | recombinant SARS-CoV 3CLpro, quenched FRET peptide cleavage; in the data active = inhibition above about 12%
Vc quorum ag – inducers of Vibrio cholerae quorum light production without autoinducers, primary screen, BH1578 luxS cqsA deficient, single point. AID 588436, 2011. actives 0.16% (n = 350,000). V. cholerae BH1578 lux reporter, luminescence, 6 h. activation, % at 18.7 µM; in the data active = activation mostly above about 9.7%, no sharp cut-off; also: not every result past the cut was called active; inactives centre near 0; reference of the scale not given here
GDH-TPI counter – GDH-TPI coupling enzyme inhibitors, primary screen, artefact control for M. tuberculosis FBA inhibitor project, biochemical, absorbance, full deck | GDH-TPI coupled enzyme counterscreen, NADH absorbance | inhibition, % at 4.8 µM | actives 1.2% (n = 360,000); in the data active = inhibition above about 30%;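 also: 0% = DMSO wells and 100% = wells lacking the enzyme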
UGM FP inh – M. tuberculosis UGM enzyme inhibitors, primary screen, biochemical, fluorescence polarization, single point; inhibition, % at 10 µM; actives 0.06% (n = 320,000); purified UGM, fluorescence polarization probe displacement; in the data active = inhibition above about 10%, passing the limit was not always enough
Target sequence (P9WIQ1 whole entry, looked up): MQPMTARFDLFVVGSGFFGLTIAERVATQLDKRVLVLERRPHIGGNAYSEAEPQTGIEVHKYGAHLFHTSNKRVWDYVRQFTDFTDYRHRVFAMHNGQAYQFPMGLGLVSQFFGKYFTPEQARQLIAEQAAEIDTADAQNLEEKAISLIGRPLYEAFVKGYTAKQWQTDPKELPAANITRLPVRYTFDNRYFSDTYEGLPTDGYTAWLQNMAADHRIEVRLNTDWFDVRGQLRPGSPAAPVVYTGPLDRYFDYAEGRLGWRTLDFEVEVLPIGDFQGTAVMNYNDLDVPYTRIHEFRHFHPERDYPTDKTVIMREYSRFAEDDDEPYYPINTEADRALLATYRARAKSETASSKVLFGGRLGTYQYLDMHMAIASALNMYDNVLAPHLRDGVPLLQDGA
VHR inh abs – VHR1 phosphatase inhibitors, primary screen, biochemical, absorbance, uHTS | recombinant VHR phosphatase, pNPP absorbance | inhibition, % at 13.3 µM | actives 0.52% (n = 290,000); in the data active = inhibition above about 50%; also: some compounds called inactive have numbers as strong as hits
MazF activator – activators of E. coli MazEF toxin-antitoxin RNase, primary screen, biochemical, fluorescence, uHTS; FAM/BHQ RNA-DNA oligo cleavage fluorescence, 5 h; actives 0.32% (n = 350,000); AID 504720, 2011; activation, % at 20 µM; in the data active = activation above about 50%
Target sequence (P0AE70 whole entry, looked up): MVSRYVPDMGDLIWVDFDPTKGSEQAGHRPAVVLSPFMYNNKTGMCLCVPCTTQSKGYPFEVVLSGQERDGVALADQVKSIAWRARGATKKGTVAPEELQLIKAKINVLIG
PriA SSB inh – inhibitors of Klebsiella pneumoniae PriA binding to SSB C-terminal tail, primary screen, biochemical, AlphaScreen; PriA–SSB C-terminal tail interaction (Klebsiella pneumoniae); AlphaScreen SSBct-PriA binding, biotinylated peptide; inhibition, % at 33 µM; actives 0.6% (n = 430,000); AID 1272365, 2023; in the data active = inhibition mostly above about 37%, no sharp cut-off; inactive = mostly below about 20%;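 also: plate controls were negative control peptide for no effect and reference peptide for full effect; strong numbers were not always called active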
Numbers without * were called inactive; i = inactive; x = no result given.

molecule,Rv3671c inh,PriA SSB inh,Mtb BioA inh,SARS 3CLpro inh,UGM FP inh,VHR inh abs,GDH-TPI counter,Mtb FBA inh,MazF activator,Vc quorum ag
CN1CCN(C(=O)C(Cc2ccccc2)NS(=O)(=O)c2ccc3c(c2)CCC(=O)N3)CC1 (centres undefined),2,-9,1.4,-1,x,9,8,1,-7,0.0
COc1ccc(NC(=O)c2ccc3c(c2)NC(=O)CO3)cc1OC,-3,-7,3.4,3,-0.1,-1,-6,2,1,i
Cc1ccc(C(=O)c2cc([N+](=O)[O-])ccc2N2CCCCC2)cc1,-3,1,x,3,-0.9,-5,14,-6,-6,-0.2
Cc1ccc(CNC(=O)CSc2nnnn2C)cc1,-1,-18,-1.0,3,0.7,21,2,1,6,x
Cc1cc(C(=O)CSc2nc(N)cc(=O)[nH]2)c(C)n1CCc1ccc(Cl)cc1,-3,-2,x,4,-0.7,23,13,3,-16,i
Cc1ccc2c(c1)Oc1ccc(NC(=O)CCCl)cc1C(=O)N2,-1,5,-1.9,-1,-0.4,9,4,-6,10,i
CCC(CC)C(=O)Nc1nnc(-c2cccs2)s1,-8,-5,0.2,1,2.3,-2,12,36*,0,i
CN(C)c1ccc(C(=O)OCC(=O)Nc2ccc(S(N)(=O)=O)cc2)cc1,-81,-10,-2.7,0,0.5,19,9,-3,-5,x
COc1cc(C)nc(N2CCC(C(N)=O)CC2)n1,-9,-22,0.2,-9,-0.1,18,1,2,7,1.5
CC(=O)c1cccc(NC(=S)N2CCN(S(C)(=O)=O)CC2)c1,-8,-2,2.0,3,1.6,-13,-10,2,2,i
Cc1ccc(Nc2nc(NCCO)nc(N3CCCC3)n2)cc1,12,1,-0.3,x,-1.6,x,-3,3,12,i
Cc1ccc(CNC(=O)c2ccc(C#CC(C)(C)O)s2)cc1,-1,-14,1.8,1,-3.8,20,3,2,-2,-3.6
COc1cccc(C(O)c2nc(-c3ccc4ccccc4c3)cs2)c1 (centres undefined),x,x,-1.8,x,x,x,7,3,x,-0.9
O=C(Nn1cnc2ccccc2c1=O)c1ccccc1F,-4,-30,-0.3,-2,-0.9,x,-11,-1,3,-1.2
CCC(=O)c1ccc(OCC(=O)Nc2nc(-c3cccnc3)cs2)cc1,-15,-6,-0.3,x,-0.7,x,-2,-1,1,6.2
COc1ccc(C(=O)Nc2ccc(S(=O)(=O)NCc3ccco3)cc2)cc1OC,-10,-5,-1.2,3,-0.6,29,-1,-2,13,i
O=C(C[n+]1cccc(NC(=O)c2ccccc2)c1)c1ccccc1,-8,-19,x,-5,-1.3,13,17,1,4,i
O=C(NCCC1=CCCCC1)C1CC(=O)N(Cc2ccccc2)C1 (centres undefined),-6,-3,0.7,-3,0.1,-7,-3,-2,-1,i
O=c1[nH]c2ccccc2c(=O)n1-c1ccc(Cl)cc1Cl,6,-2,x,0,0.5,8,6,5,5,-0.5
CCN(C(=O)c1ccc(S(=O)(=O)N2CCCCC2)cc1)C1CCS(=O)(=O)C1 (centres undefined),5,-6,x,x,-1.1,x,3,0,1,-2.0
O=C(CSc1nnc(Cc2ccccc2)n1-c1ccc(Cl)cc1)N1CCOCC1,4,7,5.0,0,0.3,14,-8,-5,12,-0.5
CCC(Sc1nc(C)cc(=O)[nH]1)C(=O)Nc1sc2c(c1C#N)CCCC2 (centres undefined),-6,-10,0.4,1,-0.7,5,-5,-3,3,-7.1
COCCOc1ccc(C(F)(F)F)cc1NC(=O)COC(=O)c1ccc(N2CCCC2=O)cc1,3,-8,-0.1,x,1.9,x,-4,-1,-7,i
COc1ccccc1N=Cc1c(C)c(C#N)c2[nH]c3ccccc3n2c1=O,4,0,-2.9,1,0.6,21,0,9,143*,0.2
CCOC(=O)c1ccc(NC(=O)CCOc2ccc(C)cc2)cc1,-10,2,x,1,-1.6,5,-2,-4,2,-0.3

One compound at a time, from the list above.
Results for `COCCOc1ccc(C(F)(F)F)cc1NC(=O)COC(=O)c1ccc(N2CCCC2=O)cc1` → Rv3671c inh = 3; PriA SSB inh = -8; Mtb BioA inh = -0.1; SARS 3CLpro inh = x; UGM FP inh = 1.9; VHR inh abs = x; GDH-TPI counter = -4; Mtb FBA inh = -1; MazF activator = -7; Vc quorum ag = i
Results for `CN(C)c1ccc(C(=O)OCC(=O)Nc2ccc(S(N)(=O)=O)cc2)cc1` → Rv3671c inh = -81; PriA SSB inh = -10; Mtb BioA inh = -2.7; SARS 3CLpro inh = 0; UGM FP inh = 0.5; VHR inh abs = 19; GDH-TPI counter = 9; Mtb FBA inh = -3; MazF activator = -5; Vc quorum ag = x

Going on with the list:
molecule,Rv3671c inh,PriA SSB inh,Mtb BioA inh,SARS 3CLpro inh,UGM FP inh,VHR inh abs,GDH-TPI counter,Mtb FBA inh,MazF activator,Vc quorum ag
O=C(c1ccc(CNc2c(NC3CCCCC3)c(=O)c2=O)cc1)N1CCc2ccccc21,x,-7,-1.7,4,x,25,9,3,-3,-0.2
CC(C)c1ccccc1-n1c(SCC(=O)c2ccc3c(c2)NC(=O)CO3)nc2ccccc2c1=O,-67,8,4.4,3,-3.1,-15,13,122*,-25,-2.9
Cc1cccc(CSC2=NCCN2C(=O)C2CC2)c1,4,-12,-5.5,0,1.7,25,4,3,-1,x
CCOC(=O)c1c(NC(=S)Nc2cc([N+](=O)[O-])ccc2OC)sc2c1CCCCC2,-8,x,x,0,1.9,0,x,x,x,x
COC(=O)c1cc(S(=O)(=O)Nc2cccc(C)c2C)cn1C,9,-15,-2.5,3,0.9,6,4,6,-17,-0.2
O=C(OC(C(=O)NC1CCCCC1)c1ccccn1)c1cccs1 (centres undefined),3,2,0.6,-7,0.1,7,6,0,2,i
COc1ccc(C(=O)Nc2ccc(C(=O)N3CCC(C)CC3)cc2)cc1OC,-2,4,-0.1,3,-0.9,2,-5,0,6,-0.4
Cc1ccc(S(=O)(=O)c2ccc(-n3nc(C)cc3N)cc2)cc1,5,2,x,-1,-0.3,-1,5,1,3,-0.3
CCCCCCCCCC(=O)Nc1cccnc1,-7,x,x,0,0.1,26,x,x,x,x
CC1CN(C(=O)c2cc3cc([N+](=O)[O-])ccc3oc2=O)CC(C)O1 (centres undefined),-3,-10,0.6,2,-1.4,12,14,-1,9,i
COc1ccc(-c2cc(C(F)F)n3ncc(C(=O)Nc4ccc(C(=O)N5CCOCC5)cc4)c3n2)cc1,-6,-6,x,-2,-0.4,27,0,3,11,-0.3
O=C(NCC1CCCO1)c1cc2ccccc2nc1Cl (centres undefined),10,-19,x,0,-1.8,2,1,1,6,-1.6
CC(=O)c1ccc(OCCCC(=O)N2CCN(S(=O)(=O)c3cc(C)ccc3C)CC2)cc1,4,2,0.4,x,-0.8,x,-10,-1,6,i
COc1ccc(S(=O)(=O)N2CCOCC2)cc1NC(=O)COC(=O)c1ccc([N+](=O)[O-])s1,-6,6,-1.3,x,2.8,x,20,1,0,i
Cc1ccc(S(=O)(=O)NCCC(=O)OCC(=O)N2CCCC2=O)cc1,4,0,-0.5,x,2.7,x,-14,0,0,-2.5
COc1cc(C(=O)COC(=O)c2cccs2)cc(OC)c1OC,-7,-12,-0.5,x,0.3,x,2,0,0,-7.1
COC(=O)c1cc(C(=O)OCC(=O)NC2CCCC2)cc([N+](=O)[O-])c1,-4,6,-1.0,-6,-1.5,30,-8,-5,-2,1.2
O=C(COc1ccc(Cl)cc1Cl)Nc1nnc(C2=COCCO2)o1,12,-13,0.6,1,-0.1,26,-3,-2,4,i
COc1ccc(NC(=O)n2ncc3c(C)cccc32)cc1OC,-5,-3,5.2,-6,0.1,-24,-1,-1,10,-1.7
CCCCC(=O)N/N=C/c1c(O)n(CCC2=CCCCC2)c(=O)[nH]c1=O,7,x,-0.6,-2,1.9,34,24,0,-5,i
N/C(=N\OC(=O)c1cccc(F)c1)c1ccccn1,3,x,-0.1,9,-1.9,-5,-10,3,5,i
COC(=O)c1ccc(NS(=O)(=O)c2ccc3[nH]c(=O)oc3c2)cc1,-8,0,-1.4,-1,-2.4,2,2,1,9,0.1
COc1ccc(OC)c(CNC(=O)C2CCN(S(=O)(=O)N3CCCC3)CC2)c1,5,-1,-0.9,0,0.3,7,-8,-2,1,-0.2
Cc1ccc(-c2noc(-c3ccccc3F)n2)cc1,-9,-80,x,5,4.5,12,0,-7,-3,-0.2
O=C(NCCN1CCOCC1)C(Sc1ccccc1)c1ccccc1 (centres undefined),4,-10,x,1,-1.0,-9,-5,-1,6,-0.7

Next part (2 carried over from the part before).
molecule,Rv3671c inh,PriA SSB inh,Mtb BioA inh,SARS 3CLpro inh,UGM FP inh,VHR inh abs,GDH-TPI counter,Mtb FBA inh,MazF activator,Vc quorum ag
Cc1ccc(-c2noc(-c3ccccc3F)n2)cc1,-9,-80,x,5,4.5,12,0,-7,-3,-0.2
O=C(NCCN1CCOCC1)C(Sc1ccccc1)c1ccccc1 (centres undefined),4,-10,x,1,-1.0,-9,-5,-1,6,-0.7
COCCCNC(=S)NNC(=O)c1csc(C)n1,1,-4,x,0,3.4,-8,3,-1,1,i
N=C1C(c2nc3ccccc3[nH]2)=C(O)CN1c1ccc(F)cc1,-4,-7,-0.7,1,-2.6,0,0,3,6,0.4
CSc1nc(C)cc(SCCO)n1,6,-26,0.0,-1,-2.9,21,-2,1,-6,i
CCc1cccc(NS(=O)(=O)c2ccc3c(c2)NC(=O)CC(=O)N3)c1,4,-5,2.4,-5,-0.1,7,-7,0,3,-0.3
O=C(N=C1SC2CS(=O)(=O)CC2N1c1ccc(Cl)c(Cl)c1)C1CCCO1 (centres undefined),-2,-6,1.8,0,-0.5,13,-2,1,-3,0.9
CC(=O)Nc1ccc(NC(=O)CSC2=NS(=O)(=O)c3ccccc3N2)cc1,-2,2,0.5,x,x,x,6,7,6,-0.7
COc1cc(OC)cc(C(=O)NCC(=O)OC2CCCCC2=O)c1 (centres undefined),5,-2,-0.3,x,-2.5,x,8,2,-1,-0.3

Assay outcomes as filed in PubChem.

Not all compounds are listed; rates above refer to the full screens.
